From PubChem BioAssay
PMI act satM6P: activators of human phosphomannose isomerase at near-saturating mannose 6-phosphate | activation factor at 20 µM | 190,000 tested, 0.34% active | P34949 | AID 1216 | coupled PMI enzyme assay, resazurin fluorescence, 20 min; stronger effect = higher value; 1 = untreated enzyme, 0 = substrate-free blank;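 active = activation factor of 2 or more at 20 µM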
Target sequence (P34949 whole entry, looked up): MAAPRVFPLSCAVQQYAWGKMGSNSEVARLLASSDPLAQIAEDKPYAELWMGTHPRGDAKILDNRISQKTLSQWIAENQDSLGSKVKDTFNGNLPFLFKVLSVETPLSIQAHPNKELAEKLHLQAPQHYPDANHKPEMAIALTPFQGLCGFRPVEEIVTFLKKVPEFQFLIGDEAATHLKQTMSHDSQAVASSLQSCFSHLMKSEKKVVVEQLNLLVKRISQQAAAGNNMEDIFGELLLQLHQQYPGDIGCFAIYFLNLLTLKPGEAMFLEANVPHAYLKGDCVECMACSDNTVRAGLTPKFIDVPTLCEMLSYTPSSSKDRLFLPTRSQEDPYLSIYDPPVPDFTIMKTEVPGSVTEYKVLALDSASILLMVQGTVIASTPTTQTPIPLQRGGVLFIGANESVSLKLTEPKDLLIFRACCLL
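Test system: human phosphomannose isomerase with PGI, G6PDH, diaphorase coupling enzymes / Doses: 20 µM compound, 1% DMSO / Times: enzyme reaction with compound 20 min at room temperature / Measured by: Diaphorase-driven resazurin-to-resorufin fluorescence, excitation 544, emission 590 nm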
Lmaj promast: reduces viability of Leishmania major promastigotes; 200,000 tested, 9% active; resazurin fluorescence viability; AID 1063; inhibition, % at 10 µM; in the data active = inhibition above about 50%;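 also: promastigotes grown with compound for 44 hours at 28 °C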
PMI act: phosphomannose isomerase (human) activation. P34949. purified human PMI, coupled resazurin fluorescence, 20 min; stronger effect = higher value; 1 = vehicle control, 0 substrate-free wells. activation factor at 20 µM. 190,000 tested, 0.005% active. AID 1214;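 active = activation factor of 2 or more at 20 µM, relative to plate controls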
bIAP activator: increases bovine intestinal alkaline phosphatase activity; purified bovine IAP, CDP-star luminescence, 30 min; stronger effect = higher value; fold of DMSO-control signal, blank-subtracted; activation factor at 20 µM; 200,000 tested, 0.17% active; AID 1016;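 active = activation factor of 2 or more at 20 µM, a signal rise over negative controls twice the positive control's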
TNAP inh no acc: TNAP (human) inhibition, acceptor-free conditions; purified TNAP, CDP-star luminescence, 30 min; inhibition, % at 20 µM; P05186; 200,000 tested, 0.26% active; AID 1012;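 active = tissue-nonspecific alkaline phosphatase inhibition above about 50% at 20 µM in the single-dose screen, limit read from the data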;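 also: 0% = DMSO negative control and 100% = EDTA positive control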
Target sequence (P05186 whole entry, looked up): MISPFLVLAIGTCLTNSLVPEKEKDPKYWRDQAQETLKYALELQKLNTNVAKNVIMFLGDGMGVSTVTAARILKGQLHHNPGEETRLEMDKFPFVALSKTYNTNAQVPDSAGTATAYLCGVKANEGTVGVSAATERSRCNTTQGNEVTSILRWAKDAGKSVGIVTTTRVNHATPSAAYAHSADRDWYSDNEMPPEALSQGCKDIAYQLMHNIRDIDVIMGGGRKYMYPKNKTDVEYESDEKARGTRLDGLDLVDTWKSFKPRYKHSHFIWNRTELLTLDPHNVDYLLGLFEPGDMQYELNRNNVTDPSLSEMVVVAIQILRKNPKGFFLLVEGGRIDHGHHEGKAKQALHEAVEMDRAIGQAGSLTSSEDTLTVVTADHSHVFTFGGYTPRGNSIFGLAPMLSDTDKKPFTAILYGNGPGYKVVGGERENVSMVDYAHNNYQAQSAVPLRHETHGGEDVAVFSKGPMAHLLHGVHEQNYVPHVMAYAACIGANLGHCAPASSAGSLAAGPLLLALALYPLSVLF
Diaph inh CS: inhibits diaphorase or chemically oxidizes, flagging diaphorase assay artifacts; inhibition, % at 20 µM; diaphorase resazurin-to-resorufin fluorescence, NADH, 16 min; bacterial (C. kluyveri) enzyme, not human; 190,000 tested, 0.69% active;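 active = primary screen inhibition at 20 µM above a set limit, cut at about 50% in these data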;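 also: plate controls were DMSO with full reaction for no effect and wells lacking NADH for full effect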
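Assay system: diaphorase enzyme from Clostridium kluyveri. Quantity: enzyme working solution with 0.14 U/mL diaphorase. Schedule: reaction incubation of 16 min at room temperature. Technique: resorufin fluorescence, excitation 544 nm, emission 590 nm. Controls: No-NADH positive control and DMSO neutral control.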
bIAP inh: blocks bovine intestinal alkaline phosphatase activity; purified bovine IAP, CDP-star luminescence, 30 min; 190,000 tested, under 10 active; inhibition, % at 20 µM;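 active = over 50% inhibition of intestinal alkaline phosphatase at 20 µM in the single-dose screen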
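Incubation: 30 min reaction at room temperature / Material: purified bovine intestinal alkaline phosphatase (IAP) enzyme / Input: enzyme at 1/65,000,000 dilution / Dosing: 20 µM single dose / Signal: CDP-star luminescence signal / Reagent: CDP-star chemiluminescent phosphatase substrate, 30 µM final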
TNAP act hiacc: TNAP (human) activation, high acceptor; purified TNAP, CDP-star luminescence, 1 M DEA, 30 min; stronger effect = higher value; 0 = EDTA background, 1 = DMSO-only activity; activation factor at 20 µM; 200,000 tested, under 10 active; AID 1136;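 active = activation factor at least 2 at 20 µM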
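Dosing: 20 µM single point. System: human TNAP. Amount: TNAP 1/800 final. Incubation: 30 min, room temperature. Read-out: TNAP activation factor scaled between EDTA and DMSO control wells. Signal: luminescence from CDP-star hydrolysis. Medium: 1 M DEA, pH 9.8, Mg2+, Zn2+. Control set: EDTA negative control, DMSO positive control.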
TNAP inh hiacc: inhibitors of human TNAP at high phosphate acceptor concentration; 200,000 tested, 0.03% active; purified TNAP, CDP-star luminescence, 1 M DEA; inhibition, % at 20 µM; AID 1135;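 active = over 50% inhibition of tissue-nonspecific alkaline phosphatase at 20 µM in the single-dose screen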;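 also: plate controls were DMSO wells for no effect and EDTA-quenched wells as full inhibition for full effect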
Diaphorase act: diaphorase activation or chemical reduction counter-screen; Diaphorase/resazurin coupled assay, resorufin fluorescence, 16 min; stronger effect = higher value; 1 = vehicle wells, 0 = NADH-free wells; activation factor at 20 µM; 190,000 tested, 0.005% active; AID 1229;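 active = diaphorase activity raised at least twofold by the compound at 20 µM; inactive = activation factor below 2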
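Material: Purified diaphorase enzyme from Clostridium kluyveri | Buffer or medium: 50 mM HEPES pH 7.4 with 4.542 mM MgCl2, 0.005% Tween 20 | Times: 16 min enzyme reaction, ambient temperature | Signal: Red resorufin fluorescence at 544/590 nm excitation/emission | Measure: Increased resorufin signal from activators or reducing compounds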
Active calls of the source: *.

SMILES	PMI act satM6P	Lmaj promast	PMI act	bIAP activator	TNAP inh no acc	Diaph inh CS	bIAP inh	TNAP act hiacc	TNAP inh hiacc	Diaphorase act
CCC1(C)CC(CCN(Cc2ccco2)C(C)=O)(c2ccccc2)CCO1 (configuration not stated)	1	18	0.9	1.2	-11	8	-22	1.1	-6	0.9
CCCCOc1[nH]c2nc(-c3ccco3)n(Cc3ccco3)c(=N)c2c1C#N	1.4	14	1.1	1	-8	42	-2	1	3	0.6
CCn1c(COc2ccccc2)nc2ccccc21	1	11	1.1	1	-10	6	0	1	-3	0.9
CCCCc1nc(SCCOC)c2c(=O)n(C)c(=O)n(C)c2n1	1	3	1	1	-4	6	-4	1	-3	0.9
c1ccc(Cn2c(SCCN3CCOCC3)nnc2-c2cccnc2)cc1	1	-8	0.9	1.1	-12	26	-15	1	-4	0.7
Cc1cccc(NC(=S)N2CCC(c3nc4ccccc4o3)CC2)c1	1	9	1	0.9	0	5	10	1	-1	0.9
Cc1oc(C(C)(C)C)cc1C(=O)Nc1cccc(C(=O)O)c1	1	-7	1	0.9	-10	14	8	1.1	-5	0.9
Cc1nc2ccccc2c2oc(C(=O)NCC3COc4ccccc4O3)cc12 (configuration not stated)	0.9	0	0.9	1	1	18	-4	1	1	0.8
O=C1c2ccccc2NC(c2cccnc2)N1c1ccccc1F (configuration not stated)	1	31	1.1	1.1	-8	6	-10	1.1	-5	0.9
Cc1ccc(C2(C)NC(=O)N(CC(=O)c3ccc(Cl)s3)C2=O)cc1 (configuration not stated)	0.8	-7	0.9	2*	-7	29	-97	1.1	-6	0.7
Cc1onc(-c2ccccc2)c1C(=O)NC(=S)Nc1sc2c(c1C#N)CCC(C)C2 (configuration not stated)	1	-4	0.9	1	-8	22	3	0.9	6	0.8
COC(=O)CC1=NN(c2ccc(OC)cc2)C(=O)/C1=C\c1ccc(Cl)cc1	1.3	11	1	0.9	-8	19	5	1	4	0.8
COC(=O)[C@H](Cc1ccccc1)NC(=O)[C@@]1(C)C[C@@H]1[C@@H](NC(=O)OCc1ccccc1)c1ccccc1	0.9	2	0.9	0.6	-10	26	40	1	-3	0.7
COC(=O)CCP(=O)(O)Cc1ccccc1CP(=O)(O)CCC(=O)OC	0.9	-9	0.9	1	7	21	-3	1	-2	0.8
NC1=NC(=O)/C(=C/c2ccccc2OS(=O)(=O)c2ccccc2)S1	0.9	-5	0.8	1.2	-9	7	-17	0.9	7	0.9
CCn1cnc2sc(C)c(C)c2c1=O	1	1	1	0.9	-12	4	6	1.1	-6	1
O=C1CCCC2=C1C(c1cccs1)n1ncnc1N2 (configuration not stated)	0.9	-1	0.9	0.9	-12	20	8	1.1	-6	0.8
CCOc1ccc(N(CC(=O)N2CCCC2)S(=O)(=O)c2c(C)noc2C)cc1	1	-5	1	0.9	-10	6	9	1	-2	0.9
O=C(/C(=N\Nc1ccc(Br)cc1)Sc1nnnn1-c1ccccc1)c1ccccc1	1	-5	0.8	0.9	-5	17	11	1	1	0.8
COCCCn1c(SCC(=O)Nc2sc3c(c2C#N)CCCC3)nnc1-c1ccncc1	1	4	1.1	0.8	27	4	15	0.4	55*	1
Cc1cc(C)c2c(-n3cccc3)c(NC(=O)OC(C)C)sc2n1	1	4	1	1	-9	9	0	1	-3	0.9
CCOC(=O)c1c(C)[nH]c(C(=O)COC(=O)C23CC4CC(CC(Cl)(C4)C2)C3)c1C	0.8	9	0.8	0.9	-3	25	11	1	-5	0.8
N#Cc1nc(-c2ccco2)oc1NCc1ccco1	0.9	1	0.9	0.9	-11	14	11	1	-1	0.9
Cc1cccc(C(=O)CC(=O)c2cc(Cl)ccc2O)c1	1	99*	0.9	0.9	-11	25	7	1.1	-7	0.8
CC(C)N(CCNC(=O)C1CCN(S(=O)(=O)N2CCOCC2)CC1)Cc1ccccc1	1.1	-6	1.1	1	1	8	-3	1	-2	0.9

The final 2 records of the part before open the next one:
SMILES	PMI act satM6P	Lmaj promast	PMI act	bIAP activator	TNAP inh no acc	Diaph inh CS	bIAP inh	TNAP act hiacc	TNAP inh hiacc	Diaphorase act
Cc1cccc(C(=O)CC(=O)c2cc(Cl)ccc2O)c1	1	99*	0.9	0.9	-11	25	7	1.1	-7	0.8
CC(C)N(CCNC(=O)C1CCN(S(=O)(=O)N2CCOCC2)CC1)Cc1ccccc1	1.1	-6	1.1	1	1	8	-3	1	-2	0.9
O=C(CSc1ncnc2nc[nH]c12)N1CCN(c2ccccc2)CC1	1	4	1	1.1	7	8	-10	1	2	0.9
O=C(NCCCn1ccnc1)/C(=C\c1cccs1)NC(=O)c1cccs1	1	-4	1	1.1	-6	2	-8	1	-3	1
COCCN(C(=O)CCc1nnc(CCc2c[nH]c3ccccc23)o1)C(C)C	1	0	1	1	-14	3	-5	1.1	-8	1
COc1ccc(NC(=O)CSc2nnc(Cc3cccn3C)n2CCc2ccccc2)cc1OC	0.9	0	0.9	1.1	-14	23	-6	1.1	-8	0.8
CC1CCCN(CC(O)COc2ccc3c(c2)OCO3)C1 (configuration not stated)	1.1	54*	1.1	1	-4	1	3	1	3	1
CC(C)CN(CCOc1cccc(N2C(=O)C3=C(CCCC3)C2=O)c1)CC(C)C	0.9	63*	0.9	0.9	-5	9	7	1	-1	0.9
O=C1NC2(CCCCCC2)Cc2ccccc21	1	-1	1	0.8	-6	9	16	1	-2	0.9
CCN(CC)S(=O)(=O)c1ccc2c(c1)nc(SCC(N)=O)n2-c1ccc(OC)cc1	1	5	1	0.9	3	14	5	1	-3	0.9
COc1ccc2[nH]c(CN3CCN(CCC(C)C)C(CCO)C3)c(C)c2c1 (configuration not stated)	0.8	34	0.8	1	-1	21	4	1	-4	0.8
COC(=O)c1cccc(NC(=O)c2cc(OC)c(OC)c(OC)c2Br)c1	0.9	-6	0.9	0.9	-7	14	15	1	-1	0.9
CN1CCN(c2nc3c(c(=O)[nH]c(=O)n3C)n2CCCSc2nnnn2-c2ccccc2)CC1	1	1	1.1	1.1	-8	4	-10	1.1	-8	1
O=C1CC2C(=O)NCCN2C(=NC(=O)c2ccccc2)N1 (configuration not stated)	0.9	-10	0.9	1.1	-7	3	-10	1	-3	1
CCOCCCNC(=O)C1CCCN(S(=O)(=O)CC)C1 (configuration not stated)	1	-3	1	0.9	-14	10	5	1	-3	0.9
Cc1ccc(S(=O)(=O)N(C(=O)c2ccncc2)c2ccc(OC(=O)c3ccncc3)cc2)c(C)c1	1	76*	0.9	0.9	-8	4	5	1	-1	1
Cc1ccc2nc(SCC(=O)NCC3CCCO3)c(C#N)cc2c1 (configuration not stated)	1.1	-6	1.1	1	3	6	4	1	-3	0.9
COc1ccc(Oc2c(C)oc3c(CN4CCOCC4)c(O)ccc3c2=O)cc1	1.1	6	1.1	1	-2	9	4	1.1	-5	0.9
CCOC(=O)/C(=C/C=C1\Sc2ccccc2N1CC)C(C)=O	0.8	15	0.8	1	32	0	0	0.7	34	1
CCOC(=O)c1c(-c2cccc([N+](=O)[O-])c2)csc1NC(=O)CCCOc1ccccc1	1	4	0.9	1.2	-6	5	-16	1	0	1
CCOc1ccccc1C1CC(=O)NC2=C1C(=O)CCC2 (configuration not stated)	1	-7	1	1.4	-9	5	-39	1	-1	0.9
Cc1ccccc1CNC(=O)/C=C\C(=O)O	1	3	1	1.1	-2	8	-6	1	1	0.9
Cc1ccc(-c2noc(-c3cc4ccccc4oc3=O)n2)cc1	0.9	-8	0.9	0.9	-7	14	11	1	2	0.9
Cc1cc(C)cc(-c2nc(-c3ccncc3)no2)c1	1	-3	1	0.9	4	17	10	1	-4	0.8
CC(=O)c1ccc(OCC(C)C)c(CC(C(N)=O)C(N)=O)c1	1	-7	1.1	1	-8	9	4	1	-3	0.9
COc1ccc(NC(=O)CC2C(=O)N(c3ccc(OC)cc3)C(=O)N2C(C)C)cc1 (configuration not stated)	1.1	3	1.1	1	-8	4	4	1	-2	1
Cc1cccc2cc(CN(Cc3ccc(F)cc3)C(=O)N(C)C)c3nnnn3c12	0.9	21	1	1	-8	17	3	1	-4	0.8
(cont.)
SMILES	PMI act satM6P	Lmaj promast	PMI act	bIAP activator	TNAP inh no acc	Diaph inh CS	bIAP inh	TNAP act hiacc	TNAP inh hiacc	Diaphorase act
CCc1ccccc1NC(=O)N1CCC(NC(=O)C(Cc2ccc(OC)c(OC)c2)NC(C)=O)CC1 (configuration not stated)	0.9	-4	0.9	0.9	-9	13	10	1	-3	0.9
CC(=O)c1ccc(NC(=S)NCCc2ccc(S(N)(=O)=O)cc2)cc1	0.9	-11	1	1	-2	12	-1	1	-3	0.9
CCOC(=O)CCP(=O)(O)C(O)(c1ccccc1)c1ccccc1	0.9	-6	0.9	0.9	-9	8	7	1	0	0.9
COc1ccc(CCNCc2csc3nc4ccccc4n23)cc1OC	1.1	-4	1	1	-4	17	1	1.1	-10	0.8
O=C(NC1CC2CCCC(C1)N2Cc1ccccc1)C1CCCCC1 (configuration not stated)	1	84*	1	1.1	-10	9	-5	1	-4	0.9
COc1cc(SC)ccc1C(=O)Nc1ncc(Cl)cc1Cl	1	-8	1	0.8	-18	12	16	1.1	-6	0.9
COc1cccc(C2=Nc3cccc4cccc(c34)N2)c1	1.6	15	1.2	0.9	20	16	12	0.9	12	0.8

Part of the list above, field by field:
COc1cc(SC)ccc1C(=O)Nc1ncc(Cl)cc1Cl
  PMI act satM6P: 1
  Lmaj promast: -8
  PMI act: 1
  bIAP activator: 0.8
  TNAP inh no acc: -18
  Diaph inh CS: 12
  bIAP inh: 16
  TNAP act hiacc: 1.1
  TNAP inh hiacc: -6
  Diaphorase act: 0.9
CC(=O)c1ccc(NC(=S)NCCc2ccc(S(N)(=O)=O)cc2)cc1
  PMI act satM6P: 0.9
  Lmaj promast: -11
  PMI act: 1
  bIAP activator: 1
  TNAP inh no acc: -2
  Diaph inh CS: 12
  bIAP inh: -1
  TNAP act hiacc: 1
  TNAP inh hiacc: -3
  Diaphorase act: 0.9
CCOC(=O)CCP(=O)(O)C(O)(c1ccccc1)c1ccccc1
  PMI act satM6P: 0.9
  Lmaj promast: -6
  PMI act: 0.9
  bIAP activator: 0.9
  TNAP inh no acc: -9
  Diaph inh CS: 8
  bIAP inh: 7
  TNAP act hiacc: 1
  TNAP inh hiacc: 0
  Diaphorase act: 0.9
